Screening data as filed in PubChem.
mIAP block = inhibitors of mouse IAP, primary screen, biochemical, luminescence, uHTS; 0.2% of 330,000 active; intestinal alkaline phosphatase [Mus musculus]; inhibition, % at 10 µM; purified mouse IAP, CDP-Star luminescence, 30 min;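 active means inhibition of at least 40% at 10 µM in the primary screen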;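 further: plate controls were DMSO with enzyme for no effect and no enzyme wells for full effect; values of inactives mirror those of a sister screen read the other way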
A3G deaminase = APOBEC3G DNA deaminase inhibitors, primary screen, biochemical, fluorescence, single-stranded DNA substrate, uHTS | DNA dC->dU-editing enzyme APOBEC-3G (Homo sapiens), Q9HC16 | recombinant A3G, ssDNA deamination FAM/TAMRA fluorescence | inhibition, % at 20 µM | 0.28% of 330,000 active;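 active means inhibition of at least 40% at 20 µM, with no more than 30% in the related APOBEC3A deaminase screen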;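 further: plate controls were DMSO wells with A3G for no effect and wells lacking A3G enzyme for full effect; some compounds called inactive have numbers as strong as hits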
hIAP inh = human IAP inhibitors, primary screen, biochemical, luminescence, uHTS. Intestinal-type alkaline phosphatase (Homo sapiens), P09923. purified IAP, CDP-Star luminescence, 30 min. inhibition, % at 10 µM. 0.12% of 330,000 active;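 active means inhibition reaching a set limit with compound at 10 µM in the primary screen, cut at about 35% in these data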;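 further: plate controls were DMSO wells with enzyme for no effect and no-enzyme buffer wells for full effect; values of inactives mirror those of a sister screen read the other way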
hIAP act = human IAP activators, primary screen, biochemical, luminescence, uHTS | Intestinal-type alkaline phosphatase (Homo sapiens), P09923 | purified human IAP, CDP-Star luminescence, 30 min; stronger effect = higher value; 1 = vehicle-only enzyme, 0 = enzyme-free background | activation factor at 10 µM | 0.16% of 330,000 active | AID 2524, 2010;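 active means activation factor of the enzyme at least 2-fold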; further: the source names both 10 and 20 µM as test concentration; values of inactives mirror those of a sister screen read the other way
NLRP3 yeast inh = NALP3 inflammasome inhibitors in reconstituted yeast, primary screen, luminescence, uHTS | Yeast reconstituted NLRP3/ASC/caspase-1, beta-gal luminescence, 24 h | inhibition, % at 10 µM | 0.39% of 330,000 active | AID 2825, 2010;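 active means inhibition of 50% or more; inactive means inhibition below 50%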;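 further: plate controls were induced DMSO wells for no effect and uninduced yeast grown without galactose for full effect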
beta cell repl = inducers of MIN6 beta-cell proliferation, primary screen, ATP luminescence, uHTS | AID 2380, 2010 | 0.29% of 330,000 active | proliferation, % at 10 µM | MIN6 cells proliferation, ATPlite luminescence, 48 h; cells starved in 0.2% serum; 100% = growth in 10% serum;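 active means compounds whose signal lies at least 3.5 SD above the mean of all wells on their plate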;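 further: 0% = DMSO-treated cells in low-serum medium and 100% = 10% serum control; some compounds called inactive have numbers as strong as hits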
APOBEC3A inh = APOBEC3A ssDNA deaminase inhibitors, primary screen, selectivity assay for APOBEC3G inhibitor project, biochemical, FAM/TAMRA oligo cleavage fluorescence; recombinant A3A, FAM/TAMRA ssDNA deamination fluorescence; inhibition, % at 20 µM; 0.41% of 330,000 active;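 active means at least 40% inhibition at 20 µM here, with at most 30% in a related deaminase screen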;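 further: plate controls were A3A with DMSO for no effect and wells lacking A3A enzyme for full effect; some results filed as inactive read as strong as hits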
mIAP act = activators of mouse IAP, primary screen, biochemical, luminescence, uHTS. intestinal alkaline phosphatase [Mus musculus]. muIAP, CDP-Star luminescence, 30 min; stronger effect = higher value; 1 = vehicle-only enzyme signal, 0 = enzyme-free wells. activation factor at 10 µM. 0.24% of 330,000 active;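 active means activation factor of at least 2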; further: the source names both 10 and 20 µM as test concentration; values of inactives mirror those of a sister screen read the other way
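Assay system: mouse IAP enzyme / Compound: DMSO-dissolved test compounds / Timing: 30 min, room temperature / Measured by: luminescence from enzymatic CDP-Star hydrolysis / Control set: DMSO-only wells, enzyme-free buffer wells as negative control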
SENP1 inh = human SENP1 catalytic domain inhibitors, primary screen, biochemical, FRET, uHTS | Sentrin-specific protease 1 (Homo sapiens), Q9P0U3 | recombinant SENP1 catalytic domain, CyPet-SUMO1-YPet FRET cleavage | inhibition, % at 10 µM | 0.21% of 360,000 active | AID 624204, 2012;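 active means inhibition at least 30% at 10 µM, raw YFP signal under a set limit, fluorescence ratio 0.5 to 1.5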;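 further: 0% = enzyme with DMSO and 100% = no enzyme wells; some results filed as inactive read as strong as hits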
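Test system: hSENP1 catalytic domain, recombinant; Amount: 20 pM final SENP1 enzyme; Medium: Tris pH 8 buffer plus EDTA, NaCl, BME, BSA, NP40, catalase; Schedule: 50 min enzyme reaction, room temperature, light-protected; Technique: FRET fluorescence in CFP and YFP emission channels; Controls: no-enzyme wells low, DMSO-plus-enzyme wells high control.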
Numbers without * were called inactive; · = no result given. Only part of the results is shown; count on the stated rates, not on these rows.

SMILES | mIAP block | A3G deaminase | hIAP inh | hIAP act | NLRP3 yeast inh | beta cell repl | APOBEC3A inh | mIAP act | SENP1 inh
O=C(CN(CC1CCCO1)C(=O)CNS(=O)(=O)c1ccc(F)cc1)NCc1ccccc1 (configuration not stated) | -3.6 | 3.0 | -1.8 | 1.02 | 0.3 | 0.2 | 7.9 | 1.04 | 3.5
COc1ccc([N+](=O)[O-])cc1NC(=O)CCCOc1ccccc1 | 9.9 | -9.0 | 9.7 | 0.903 | 18.2 | 0.0 | -1.5 | 0.901 | 2.3
CSc1ccc(C#N)cc1NC(=O)c1ccc(Cl)nc1 | 16.1 | -9.9 | -10.7 | 1.11 | 12.3 | -0.3 | -3.7 | 0.839 | 2.9
CC(C)NCCCOc1ccc(C(C)(C)c2ccccc2)cc1 | 0.8 | -2.4 | -20.3 | 1.2 | 12.6 | -2.9 | 0.8 | 0.992 | 0.9
COCCn1nnnc1C(c1ccc(C(F)(F)F)cc1)N1CCOCC1 (configuration not stated) | -1.4 | -0.7 | 4.8 | 0.952 | 4.7 | -1.8 | -1.1 | 1.01 | 3.2
O=C(O)CCC1(c2ccccc2)NC(=O)NC1=O (configuration not stated) | 0.3 | -2.6 | 8.1 | 0.919 | -8.8 | -2.5 | -0.6 | 0.997 | 1.9
Cc1c(Cl)c([N+](=O)[O-])nn1CCCC(=O)Nc1cc(Oc2ccccc2)cc([N+](=O)[O-])c1 | 8.0 | -3.5 | -22.8 | 1.23 | 16.4 | -3.6 | -3.1 | 0.92 | 1.1
C#CCOCCOCCOCCNc1nc(N2CCN(C(=O)[C@H](CCC(=O)O)n3cc(C(N)CO)nn3)CC2)nc(N2CCN(C(=O)[C@H](CCC(=O)O)n3cc(C(N)CC(C)C)nn3)CC2)n1 (some centres not stated) | 4.5 | 0.1 | 9.8 | 0.902 | 9.9 | 6.7 | -0.1 | 0.955 | ·
CC1CCCCN1c1ncnc2ccccc12 (configuration not stated) | -2.9 | -0.4 | -19.2 | 1.19 | -0.1 | -1.2 | 1.5 | 1.03 | -3.0
O=C(NCc1nc2ccccc2[nH]1)C1=C[C@@H](C2CCCCC2)C[C@@H](OCCCCO)O1 | -8.3 | 16.7 | 1.5 | 0.985 | 6.7 | -5.6 | 1.4 | 1.08 | 1.1
NC(=O)CC(NC(=O)Cc1ccc(Br)cc1)c1ccc(N2CCC(N3CCCC3)CC2)c([N+](=O)[O-])c1 (configuration not stated) | 2.3 | -10.6 | 4.7 | 0.953 | 19.3 | -3.0 | -0.4 | 0.977 | 1.6
COC(=O)N/N=C/c1cc(C)n(-c2ccccc2)c1C | -6.6 | 3.7 | -12.4 | 1.12 | 5.6 | -3.1 | 0.7 | 1.07 | -3.8
Nc1cc(N2CCCCC2)c(Cl)cc1[N+](=O)[O-] | 8.2 | -11.5 | 23.8 | 0.762 | -8.2 | -2.5 | -4.1 | 0.918 | 1.5
COc1ccc(C(=O)c2oc3ccccc3c2N)cc1 | -2.8 | -0.4 | 4.0 | 0.96 | 19.9 | -2.2 | -1.0 | 1.03 | -29.2
O=C(Nc1ccc(C(=O)NCCCN2CCCCC2)cc1)C1=CSCCO1 | 1.8 | 3.8 | 6.8 | 0.932 | 3.9 | -2.9 | 0.9 | 0.982 | -0.3

Full records from above. Order of values: mIAP block, A3G deaminase, hIAP inh, hIAP act, NLRP3 yeast inh, beta cell repl, APOBEC3A inh, mIAP act, SENP1 inh
Results for CC(C)NCCCOc1ccc(C(C)(C)c2ccccc2)cc1 → 0.8, -2.4, -20.3, 1.2, 12.6, -2.9, 0.8, 0.992, 0.9
Results for NC(=O)CC(NC(=O)Cc1ccc(Br)cc1)c1ccc(N2CCC(N3CCCC3)CC2)c([N+](=O)[O-])c1 (configuration not stated) → 2.3, -10.6, 4.7, 0.953, 19.3, -3.0, -0.4, 0.977, 1.6
Results for O=C(Nc1ccc(C(=O)NCCCN2CCCCC2)cc1)C1=CSCCO1 → 1.8, 3.8, 6.8, 0.932, 3.9, -2.9, 0.9, 0.982, -0.3
Results for O=C(NCc1nc2ccccc2[nH]1)C1=C[C@@H](C2CCCCC2)C[C@@H](OCCCCO)O1 → -8.3, 16.7, 1.5, 0.985, 6.7, -5.6, 1.4, 1.08, 1.1

Next part
SMILES | mIAP block | A3G deaminase | hIAP inh | hIAP act | NLRP3 yeast inh | beta cell repl | APOBEC3A inh | mIAP act | SENP1 inh
COc1ccccc1NC(=O)CCC(=O)N/N=C(/C)c1ccc(C)cc1 | -7.8 | -6.3 | 7.0 | 0.93 | 9.5 | 0.0 | -2.3 | 1.08 | 1.6
CCCC(c1nnnn1Cc1ccc(OC)cc1)N1CCN(C(=O)c2ccco2)CC1 (configuration not stated) | 4.4 | -8.3 | 5.7 | 0.943 | 5.3 | 0.0 | -1.6 | 0.956 | 3.9
Cn1c(=O)c(C(=O)NCc2ccc(F)cc2)c(O)c2ccccc21 | 12.9 | -2.5 | -12.6 | 1.13 | 11.3 | -2.0 | -1.3 | 0.871 | 2.5
N#C/C(=C\c1ccccc1)c1ccccn1 | 4.6 | 5.2 | 14.1 | 0.859 | 12.0 | -0.6 | 1.5 | 0.954 | -1.6
S=C1NC2=C(CCCC2=C2SCCCS2)C(c2ccccc2)N1 (configuration not stated) | 16.2 | -2.9 | -2.2 | 1.02 | 19.0 | -5.4 | 0.3 | 0.838 | -22.5
Nc1nnc(CCN2C(=O)CSC2=O)s1 | 5.8 | 6.3 | 2.5 | 0.975 | 9.6 | 1.7 | 6.1 | 0.942 | 0.8
N#Cc1c(-c2cccs2)cc(C2CC2)nc1SCC(N)=O | 3.0 | -2.8 | -14.8 | 1.15 | 13.3 | -4.1 | 0.5 | 0.97 | -0.1
Cc1nc(Nc2ccncc2)c2oc3ccccc3c2n1 | 3.1 | 3.6 | 10.6 | 0.894 | 8.5 | -1.5 | 6.8 | 0.969 | 1.9
COc1ccccc1CCn1cc(C#N)c(=O)[nH]c1=O | 8.3 | -9.5 | 2.5 | 0.975 | 8.9 | 5.0 | -3.4 | 0.917 | 2.7
O=C(c1ccc(S(=O)(=O)N2CCOCC2)cc1)N(c1ccccn1)C1CCCCC1 | -2.9 | 0.7 | 1.4 | 0.986 | 3.2 | -3.5 | 5.0 | 1.03 | 1.4
O=C(O)[C@@H]1CCCC[C@@H]1C(=O)N1CCc2ccccc2C1CN1C(=O)c2ccccc2C1=O (some centres not stated) | -7.1 | -2.3 | -4.3 | 1.04 | 2.3 | 0.0 | -1.3 | 1.07 | -0.9
COc1ccc(/C=N/N2CCN(c3ccncc3S(=O)(=O)N3CCCCC3)CC2)cc1 | -10.7 | -4.0 | -8.6 | 1.09 | 4.3 | 1.2 | -6.2 | 1.11 | 2.2
O=C(CCNC(=O)Cn1ccc2ccccc2c1=O)NCCN1CCN(c2ccccc2F)CC1 | -2.9 | 0.8 | 2.6 | 0.974 | 3.1 | -0.1 | 1.3 | 1.03 | 0.3
CCOc1ccc(S(=O)(=O)N2CCCCC2)cc1NC(=O)CCc1ccc(OC)cc1 | -7.3 | -2.1 | -3.7 | 1.04 | 15.2 | -1.0 | -0.4 | 1.07 | 1.4
O=C(c1ccc(S(=O)(=O)Nc2ccccc2)cc1)N1CCCCCCC1 | 0.3 | -3.4 | -13.1 | 1.13 | 4.2 | -3.5 | 0.0 | 0.997 | -0.9
O=C(Nc1c(C(=O)N2CCOCC2)cnn1-c1ccccc1)c1ccco1 | -0.2 | -6.1 | 28.3 | 0.717 | 6.8 | -1.4 | 1.9 | 1 | -0.5
COc1ccc(-c2csc(NC(=O)c3ccco3)n2)cc1 | -2.1 | -5.4 | -11.3 | 1.11 | 17.5 | -1.5 | 3.7 | 1.02 | -4.1
O=C(COC(=O)c1ccccc1C(=O)c1ccccc1)NCc1ccc(F)cc1 | 4.8 | -4.4 | -1.2 | 1.01 | 15.7 | -3.7 | 4.7 | 0.952 | 1.2
Cc1c(Nc2cc(N3CCCCCC3)c3nonc3c2[N+](=O)[O-])c(=O)n(-c2ccccc2)n1C | 14.8 | -0.9 | -2.9 | 1.03 | 13.4 | -2.3 | -1.9 | 0.852 | -18.3
COc1ccc(Cl)cc1NC(=O)CN(C)CC(=O)Nc1cc(OC)c(OC)c(OC)c1 | -7.9 | -18.3 | -11.8 | 1.12 | -18.5 | 1.3 | -2.2 | 1.08 | 1.3
Cc1ccc(S(=O)(=O)NN2C(=O)/C(=C/c3ccccn3)SC2=S)cc1 | 3.5 | -5.0 | 18.2 | 0.818 | -0.7 | 0.0 | 1.7 | 0.965 | 2.4
O=C(NCc1cccs1)c1cccnc1C(=O)O | 1.9 | -4.9 | 8.6 | 0.914 | -2.1 | -0.4 | 0.6 | 0.981 | 2.3
CC(=O)c1ccc(OCC(C)C)c(Cc2c(O)nc(N)[nH]c2=O)c1 | -2.3 | -3.3 | 1.0 | 0.99 | 10.8 | -1.7 | 4.8 | 1.02 | -2.1
CCCC[n+]1ccc(-c2nc3ccc([N+](=O)[O-])cc3[nH]2)cc1 | 1.7 | -10.9 | -8.9 | 1.09 | -3.0 | -0.7 | -9.8 | 0.983 | -73.8
CCOc1ccc(CCNC(=O)Cc2ccc(NC3=NC4CS(=O)(=O)CC4S3)cc2)cc1 (configuration not stated) | -12.9 | -11.0 | 13.7 | 0.864 | -1.7 | -2.9 | -3.0 | 1.13 | 2.3
CSc1nc(N)nc(N(C)C)n1 | -5.7 | -10.7 | 5.8 | 0.942 | 7.6 | -4.1 | -2.2 | 1.06 | 2.8
O=C(CC1C[C@H](C(=O)N2CCCCC2)[C@@]2(CCc3ccccc3)c3[nH]c4ccccc4c3CCN2C1=O)NCc1ccco1 (some centres not stated) | -23.6 | -5.0 | -1.3 | 1.01 | 0.4 | -4.9 | -2.7 | 1.24 | 0.0
COc1ccc(S(=O)(=O)N2CCC(C(=O)N3CCCC3)CC2)cc1C | 4.4 | -6.4 | -0.2 | 1 | 6.0 | -0.9 | -0.3 | 0.956 | 0.6
CCC(=O)N1N=C(c2ccc(NS(C)(=O)=O)cc2)CC1c1ccc(N(C)C)cc1 (configuration not stated) | -11.0 | -8.4 | -29.4 | 1.29 | 16.5 | 1.1 | 1.6 | 1.11 | -38.3
O=C(N/N=C/c1ccc(O)cc1O)c1ccc(CN2C(=O)c3cccc4cccc2c34)cc1 | 31.0 | 2.5 | -6.2 | 1.06 | 21.1 | -3.6 | 7.0 | 0.69 | -29.0
O=C(O)c1ccc(-n2nncc2-c2ccccc2)cc1 | 3.8 | 0.1 | 11.3 | 0.887 | 15.2 | -0.7 | -0.2 | 0.962 | 0.2
